Screens as filed in PubChem.
SW480 rerep: DNA re-replication induction in SW480 cells | SW480 DNA re-replication, Hoechst DNA content imaging, 48 h | 1.8% of 340,000 active | AID 624297 | Potency, µM (highest dose often 46.1 µM), for inactives: at the highest dose re-replication activation, hits mostly activators; note: potency is the fitted concentration of half-maximal effect; % of control where 0% means no effect; nearly all actives have a fitted effect of over 55% in size
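Readout is total intensity of Hoechst-stained nuclei, excited at 405 nm and collected at 500-530 nm. Compound treatment lasted 48 hr at 37 C in 5% CO2 before staining.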
HT1080 IDH1KD tx: HT-1080 IDH1 knockdown cell toxicity (counter line). HT-1080 IDH1 knockdown viability, ATP luminescence, 48 h. Potency, µM (titrated, usually from 46.1 µM), inactives show at the top dose activity, negative = toxicity, actives largely listed as cytotoxic. 2% of 360,000 active. AID 686971;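 note: potency is the fitted concentration of half-maximal effect; 0% = DMSO wells and -100% = cell-free medium wells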
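Cytotoxicity counter-line: IDH1KD HT-1080, 48 h, CellTiter-Glo. Curves classed by r2, magnitude and activity.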
D3 ag: agonists of human D3 dopamine receptor; P35462; D3R DiscoveRx beta-arrestin cells, luminescence, 90 min; max activation, %; 0.58% of 410,000 active; in the data active = max activation above about 30%; note: 0% is about no effect; mostly tested at two doses, the higher about 12 µM
Target sequence (P35462 whole entry, looked up): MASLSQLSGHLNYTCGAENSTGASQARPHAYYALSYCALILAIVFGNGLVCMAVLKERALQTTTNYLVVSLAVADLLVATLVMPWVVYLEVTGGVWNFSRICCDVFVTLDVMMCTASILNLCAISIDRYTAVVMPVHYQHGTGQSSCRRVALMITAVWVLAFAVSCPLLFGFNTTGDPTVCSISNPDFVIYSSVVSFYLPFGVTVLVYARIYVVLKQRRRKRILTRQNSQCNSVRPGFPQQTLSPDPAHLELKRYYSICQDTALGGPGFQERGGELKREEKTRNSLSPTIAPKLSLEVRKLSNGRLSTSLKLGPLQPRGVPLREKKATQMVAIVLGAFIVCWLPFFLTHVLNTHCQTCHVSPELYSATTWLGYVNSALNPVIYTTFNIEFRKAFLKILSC
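Agonist-mode cell screen: cells plated at 1500/well and incubated overnight at 37 °C, then exposed to library compounds for 90 min at 37 °C. Detection reagent was added for 30–60 min at room temperature, and luminescence was read.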
MCF10A rerep: DNA re-replication induction in MCF 10a cells; Potency, µM (titrated, usually from 46.1 µM), for inactives: top-dose activity, positive = re-replication, actives largely listed as activators; MCF 10A DNA re-replication, Hoechst nuclear intensity, 48 h; 2.9% of 350,000 active; note: potency is the fitted concentration of half-maximal effect; % of control where 0% means no effect; nearly all actives have a fitted effect of over 50% in size
IL-1B inflam inh: inhibitors of inflammasome signaling (IL-1 beta secretion) | THP-1 LPS/ATP IL-1B secretion, AlphaLISA, 16 h; hits give low values | activity change, % at 57.5 µM | 4.7% of 360,000 active | AID 743279; in the data active = activity change below about -50%; inconclusive = mostly about -30% to -49%; note: % is set by controls: 0 for no effect and ±100 for the full control effect
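Secreted IL-1B measured by AlphaLISA bead assay after 16 h compound exposure of THP-1 cells; compounds (final up to 57.5 uM) added 1 h before LPS (250 ng/mL) and ATP (1.25 mM) stimulation; lower signal means less secretion.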
KB-V1 MDR tox: kills drug-selected multidrug resistant KB-V1 cells | KB-V1 MDR cells viability, CellTiter-Glo, 72 h | Potency, µM (doses to about 46.1 µM), for the others: top-dose activity change, negative = cytotoxicity, most hits filed as cytotoxic | 3.4% of 400,000 active | AID 1347076; note: potency is the fitted concentration of half-maximal effect; % is set by controls: 0 for no effect and ±100 for the full control effect; nearly all actives have a fitted effect of over 60% in size
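qHTS viability screen in drug-selected KB-V1 MDR cells: 72 h compound treatment at 37 degrees C, ATP luminescence end point.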
GLP1R cytotox: cytotoxicity counter-screen for GLP-1 receptor inverse agonists. HEK293 cAMP-luciferase reporter cells, luminescence, 24 h. Potency, µM (titrated, usually from 38.3 µM), for the others: at the top dose activity change, negative = inhibition, usual class: inhibitors. 0.13% of 410,000 active;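 note: loss of luciferase light is scored as toxicity; potency is the fitted concentration of half-maximal effect; % is set by controls: 0 for no effect and ±100 for the full control effect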
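Compound-treated cells are incubated 24 hr at 37 deg C under 5% CO2 after a 12 hour attachment period, then luciferase detection reagent is added and luminescence is measured following 12 min at room temperature; lowered signal indicates toxicity.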
KB-3-1 tox: KB-3-1 parental cell cytotoxicity; Potency, µM (highest dose often 46.1 µM), for the others: top-dose activity change, negative = cytotoxic, usual class: cytotoxic; 1.4% of 400,000 active; KB-3-1 viability, CellTiter-Glo ATP luminescence, 72 h; note: potency is the fitted concentration of half-maximal effect; % is set by controls: 0 for no effect and ±100 for the full control effect; nearly all actives have a fitted effect of over 60% in size
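KB-3-1 cells, DMEM (no phenol red) + 10% FBS; compound by pin transfer, 72 h, 37 °C. Readout: CellTiter-Glo luminescence after 10 min. Data normalized, curve-fitted.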
HT1080-NT tox: kills 2HG-producing HT-1080-NT fibrosarcoma cells | HT-1080-NT fibrosarcoma viability, CellTiter-Glo ATP luminescence, 48 h | AID 686970 | Potency, µM (highest dose often 46.1 µM), without a hit: at the highest dose activity, negative = less viability, hits mostly cytotoxic | 1.6% of 360,000 active;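 note: NT is the 2HG producing partner of a matched IDH1 knockdown line; potency is the fitted concentration of half-maximal effect; 0% = DMSO-treated cells and -100% = media-only wells without cells; nearly all actives have a fitted effect of over 55% in size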
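HT-1080-NT; 750 cells/well; 5% FBS RPMI; 48 h compound, 37 degrees C; CellTiter-Glo luminescence; curve fitting and curve-class assignment.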
Numbers without * were called inactive; u = inconclusive; x = no result given; [ ] = remark or other dose. Unless noted, calls come from the whole dose curve; as a rule, active = well fitted curve in the direction sought with a large enough effect; inconclusive = small, poorly fitted or top-dose-only effect, or another doubt; inactive = no such curve, though single readings can be large; an effect the other way counts as inactive or inconclusive.

#1 O=C(NCc1ccc(F)cc1)C(Cc1ccccc1)NS(=O)(=O)c1cccs1 (stereo not drawn)
#2 CCOc1ccc(S(=O)(=O)N2CCN=C2Cc2ccccc2)cc1C
#3 O=C(c1ccc2nc(N3CCOCC3)sc2c1)N1CCCC1
#4 COc1ccc(NC(C)=O)cc1S(=O)(=O)NC1CCSc2ccccc21 (stereo not drawn)
#5 Cc1ccnc(NS(=O)(=O)c2ccccc2)n1
#6 CC(Nc1ncnc2sccc12)c1ccccc1 (stereo not drawn)

screen / no.	1	2	3	4	5	6
SW480 rerep	-2%	-7%	-14%	-2%	1%	-3%
HT1080 IDH1KD tx	20%	0%	0%	0%	19%	-23%
D3 ag	2	1	-3	-7	6	14
MCF10A rerep	-14%	5%	3%	-2%	u	7%
IL-1B inflam inh	-1	-2	-2	4	14	-8
KB-V1 MDR tox	u	-1%	0%	0%	5%	-9%
GLP1R cytotox	-24%	-6%	-26%	-3%	6%	1%
KB-3-1 tox	9%	-9%	-3%	2%	0%	u
HT1080-NT tox	2%	0%	0%	15%	-3%	10µM*

#7 CCOC(=O)c1csc(N/N=C2\CCCc3ccccc32)n1
#8 C[C@@H]1C(=O)O[C@H]2[C@H](O)[C@@]34[C@H]5C[C@@H](C(C)(C)C)[C@]36[C@@H](OC(=O)[C@@H]6O)O[C@@]4(C(=O)O5)[C@@]12O
#9 COc1ccccc1Nc1ccc2nonc2c1[N+](=O)[O-]
#10 O=C(NNC1=NS(=O)(=O)c2ccccc21)C1CC(=O)N(c2ccccc2)C1 (stereo not drawn)
#11 CN(C)S(=O)(=O)N1CCC(Oc2ccc(C(=O)NCc3cnn(C)c3)cc2)CC1
#12 O=C(Nc1sc2c(c1C(=O)Nc1ccccc1Cl)CCCC2)c1ccccc1F

screen / no.	7	8	9	10	11	12
SW480 rerep	19%	0%	u	-7%	-1%	x
HT1080 IDH1KD tx	-2%	21%	-2%	7%	8%	x
D3 ag	0	-6	9	-3	20	-2
MCF10A rerep	u	-1%	u	-6%	12%	x
IL-1B inflam inh	15	-4	18	4	38	x
KB-V1 MDR tox	-4%	12%	0%	22%	u	6%
GLP1R cytotox	u	-4%	1%	28%	8%	-8%
KB-3-1 tox	-9%	14%	15%	-3%	u	3%
HT1080-NT tox	5%	6%	-4%	2%	4%	x

#13 CCC(NC(=O)c1ccccc1Br)c1ccccc1 (stereo not drawn)
#14 CCN(CC)CCCN=C1N[C@@H](c2cccc(F)c2)C(C(=O)OC)=C(C)N1Cc1ccccc1
#15 Cc1ccc(OCC(=O)c2cc(C)n(Cc3cccs3)c2C)c([N+](=O)[O-])n1
#16 COc1ccc(C(=O)CC(=O)C(=O)Nc2ccccc2C(F)(F)F)cc1
#17 CCCC(=O)N1CCCC1(C)C(=O)Nc1ccc2nc(C)ccc2c1 (stereo not drawn)
#18 S=C(N/N=C1\C2CN3CCN(C2)CC1(c1ccccc1)C3)Nc1ccccc1

screen / no.	13	14	15	16	17	18
SW480 rerep	0%	u	-2%	-16%	x	x
HT1080 IDH1KD tx	7%	u	u	u	20%	-4%
D3 ag	1	-28	6	1	-2	-3
MCF10A rerep	3%	u	u	2%	x	-2%
IL-1B inflam inh	-6	-5	-22	19	-1	0
KB-V1 MDR tox	-29%	u	u	u	4%	-17%
GLP1R cytotox	6%	-15%	-19%	-9%	7%	u
KB-3-1 tox	-3%	u	u	-24%	0%	28%
HT1080-NT tox	10%	u	u	-18%	23%	-1%

#19 CN(C)S(=O)(=O)c1ccc(Cl)c(NC(=O)COC(=O)CNC(=O)c2ccco2)c1
#20 O=C(Cc1ccc(-n2c(=O)c3ccccc3n(Cc3ccccc3F)c2=O)cc1)NCC1CCCO1 (stereo not drawn)
#21 Cc1ccc(OCC(=O)N2N=C(c3ccncc3)CC2(O)C(F)(F)F)cc1C (stereo not drawn)
#22 CCCSc1oc(-c2ccco2)nc1S(=O)(=O)c1ccc(Br)cc1
#23 O=C(c1nn2c(C(F)(F)F)cc(-c3cccs3)nc2c1Br)N1CCCc2ccccc21
#24 CCOc1ccc(CNC(=O)c2ccc(CSc3nc4ccncc4n3Cc3ccc(F)cc3)cc2)cc1

screen / no.	19	20	21	22	23	24
SW480 rerep	0%	30%	u	x	u	x
HT1080 IDH1KD tx	1%	-28%	-24%	x	u	x
D3 ag	-8	-13	-16	-1	-2	-18
MCF10A rerep	4%	u	u	x	u	x
IL-1B inflam inh	u	-10	5	x	-14	x
KB-V1 MDR tox	-2%	0%	-16%	u	u	-8%
GLP1R cytotox	11%	2%	-29%	-3%	75%[activator]	6%
KB-3-1 tox	-2%	-16%	u	-7%	u	-10%
HT1080-NT tox	0%	-25%	u	x	-23%	x

Profiles, quoted from the list. Values in the order: SW480 rerep	HT1080 IDH1KD tx	D3 ag	MCF10A rerep	IL-1B inflam inh	KB-V1 MDR tox	GLP1R cytotox	KB-3-1 tox	HT1080-NT tox
Results for Cc1ccc(OCC(=O)N2N=C(c3ccncc3)CC2(O)C(F)(F)F)cc1C (stereo not drawn) → u	-24%	-16	u	5	-16%	-29%	u	u
Results for CCCSc1oc(-c2ccco2)nc1S(=O)(=O)c1ccc(Br)cc1 → x	x	-1	x	x	u	-3%	-7%	x
Results for CCOc1ccc(CNC(=O)c2ccc(CSc3nc4ccncc4n3Cc3ccc(F)cc3)cc2)cc1 → x	x	-18	x	x	-8%	6%	-10%	x
Results for CN(C)S(=O)(=O)c1ccc(Cl)c(NC(=O)COC(=O)CNC(=O)c2ccco2)c1 → 0%	1%	-8	4%	u	-2%	11%	-2%	0%

Going on with the list:
#25 C#CCOCCOCCOCCNc1nc(N2CCN(C(=O)[C@H](CCC(=O)O)n3cc([C@@H](N)CCCCN)nn3)CC2)nc(N2CCN(C(=O)[C@H](CCC(=O)O)n3cc([C@@H](N)CCCCN)nn3)CC2)n1
#26 Nc1c(Cl)ncnc1NCCc1ccc(O)cc1
#27 O=C(Nc1ccc(N2CCN(C(=O)c3ccccc3)CC2)cc1)c1ccc([N+](=O)[O-])o1
#28 Cc1nc(C)n(C(=O)N(c2ccccc2)c2ccccc2)n1
#29 O=C(Nc1ccc(-c2ccc3nncn3n2)cc1)C1CCCC1
#30 COc1ccc(C2NC(=S)NC(O)(C(F)(F)F)C2C(=O)c2cccs2)cc1 (stereo not drawn)

screen / no.	25	26	27	28	29	30
SW480 rerep	14%[9.22 µM]	u	-15%	2%	0%	u
HT1080 IDH1KD tx	2%	u	u	0%	-12%	-1%
D3 ag	-48	6	-16	-17	11	-8
MCF10A rerep	-3%	1%	u	5%	10%	-9%
IL-1B inflam inh	-2	7	-96*	24	-25	10
KB-V1 MDR tox	-1%	u	u	12%	u	-28%
GLP1R cytotox	3%	8%	3%	-19%	-5%	14%
KB-3-1 tox	-14%	u	-4%	-6%	5%	4%
HT1080-NT tox	8%	u	7.3µM*	4%	17%	1%

#31 CC(=O)CCc1oc2ccc(C)cc2c1-c1ccc(C)o1
#32 CC1=C(C#N)C(Nc2ccc(C)cn2)(C(F)(F)F)C(=O)N1 (stereo not drawn)
#33 COc1cscc1C(N)=O
#34 CCOC(=O)c1ccc(NC(=O)CSc2nncn2-c2cccnc2)cc1
#35 Cc1ccc2nc(SCC(=O)NNC(=O)c3ccccc3)[nH]c2c1
#36 Cc1c(NC(=O)c2cc(=O)c3cc(Cl)ccc3o2)c(=O)n(-c2ccccc2)n1C

screen / no.	31	32	33	34	35	36
SW480 rerep	-2%	-21%	-2%	-8%	-6%	x
HT1080 IDH1KD tx	-10%	-1%	3%	10%	10%	x
D3 ag	-16	-4	-2	17	0	-4
MCF10A rerep	6%	8%	0%	0%	-4%	x
IL-1B inflam inh	-1	41	18	37	76	x
KB-V1 MDR tox	-3%	3%	9%	-20%	0%	-13%
GLP1R cytotox	11%	6%	-5%	u	-17%	-6%
KB-3-1 tox	-3%	4%	1%	-5%	24%	-21%
HT1080-NT tox	-17%	-2%	0%	8%	6%	x

#37 CC(C)(C)Nc1nc(Cl)nc(NCc2ccccc2)n1
#38 O=C(NCc1ccc2c(c1)OCO2)c1cc2c(s1)CSC2
#39 COc1ccccc1C(=O)NC(CCSC)C(=O)NNC(=O)c1csc(N2CCOCC2)n1 (stereo not drawn)
#40 COCCCNC(=O)CN(c1ccc(F)cc1)S(=O)(=O)c1ccc2c(c1)OCCO2
#41 CCOC(=O)Cc1ccc(NC(=O)c2ccc(C(C)(C)C)cc2)cc1
#42 COc1ccc(OCc2n[nH]c(=S)n2-c2ccc(C)cc2)cc1

screen / no.	37	38	39	40	41	42
SW480 rerep	7%	-6%	1%	-7%	-19%	2%
HT1080 IDH1KD tx	-1%	4%	14%	-1%	u	15%
D3 ag	-5	1	5	6	6	2
MCF10A rerep	9%	-7%	0%	16%	2%[9.22 µM]	4%
IL-1B inflam inh	1	-9	6	21	-56*	13
KB-V1 MDR tox	-25%	0%	-2%	-28%	u	-4%
GLP1R cytotox	9%	3%	6%	1%	-20%	-6%
KB-3-1 tox	-2%	12%	2%	0%	u	1%
HT1080-NT tox	0%	-17%	13%	0%	-29%	15%

#43 COC(=O)c1nn(-c2ccccc2)c(Sc2ccc(Br)cc2)c1/C=N/O
#44 OC(COCc1ccccc1)COCc1ccccc1
#45 O=C(O)c1ccc(CN2C[C@@H](CO)O[C@@H](n3cnc4c(Nc5ccccc5)ncnc43)C2)cc1
#46 COc1cccc(NS(=O)(=O)c2ccc3c(c2)n(C)c(=O)c(=O)n3C)c1
#47 COc1cc(Cl)c(C)cc1NC(=O)Cn1ncc2c3ccccc3n(Cc3ccccc3)c2c1=O
#48 CC(=O)c1ccc(N2CCN(C(=O)CCCCn3c(=O)[nH]c4ccsc4c3=O)CC2)cc1

screen / no.	43	44	45	46	47	48
SW480 rerep	-1%	-2%	x	-4%	x	x
HT1080 IDH1KD tx	-15%	-5%	23%	-1%	x	x
D3 ag	-3	1	0	27	5	7
MCF10A rerep	8%	5%	x	1%	x	x
IL-1B inflam inh	9	-8	-15	2	x	x
KB-V1 MDR tox	-1%	u	-2%	-8%	3%	26%
GLP1R cytotox	6%	4%	3%	-12%	-2%	-4%
KB-3-1 tox	2%	-4%	1%	0%	3%	1%
HT1080-NT tox	-10%	0%	24%	3%	x	x
